NR2E3 ag-1 – activates human photoreceptor nuclear receptor NR2E3; 320,000 compounds, 0.12% hits; inhibition of corepressor binding, % at 4.78 µM; GST-NR2E3/biotin-RetCOR TR-FRET, 1536-well; Q9Y5X4; AID 2300;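 active = percent inhibition above the cutoff of mean plus 3 SD of all tested compounds, set per screening campaign, cut at about 20% in these data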;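 note: 0% = DMSO wells and 100% = biotin wells as full block of FRET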
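Material: NR2E3–RetCOR corepressor complex | Quantity: 1.35 nM GST-tagged NR2E3 final | Schedule: 5 h at 4 °C | Replication: Singlicate compound wells | Reagent: RetCOR corepressor, biotinylated, 7 nM | Controls: Biotin wells as high control, 0.6% DMSO wells as low control | Signal: TR-FRET, Eu(K)-anti-GST donor, streptavidin-D2 acceptor, ex 340, em 617/671 nm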
NR2E3 ag-2 – agonists of human NR2E3 nuclear receptor. Q9Y5X4. CHO-S Gal4-NCOR/VP16-NR2E3 two-hybrid, luciferase. inhibition of corepressor binding, % at 3.98 µM. 360,000 compounds, 0.35% hits. AID 602229;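 active = inhibition above the mean of all tested compounds plus 3 SD, cut at about 70% in these data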;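 note: 0% = DMSO with NR2E3 transfected cells and 100% = cells lacking NR2E3 construct; higher means lower luciferase signal from less NR2E3 corepressor binding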
HTR2A ag – activates the mouse 5-HT2A serotonin receptor; activation, % at 7.6 µM; AID 624169; 360,000 compounds, 0.66% hits; CHO-K1 mHTR2A beta-arrestin complementation, luminescence; percent of 30 µM serotonin response;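 active = activation above a run cutoff, the mean activation of all tested compounds plus 3 SD, cut at about 14% in these data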;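 note: 0% = plate median of compound wells and 100% = 30 µM serotonin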
Target sequence (P35363 whole entry, looked up): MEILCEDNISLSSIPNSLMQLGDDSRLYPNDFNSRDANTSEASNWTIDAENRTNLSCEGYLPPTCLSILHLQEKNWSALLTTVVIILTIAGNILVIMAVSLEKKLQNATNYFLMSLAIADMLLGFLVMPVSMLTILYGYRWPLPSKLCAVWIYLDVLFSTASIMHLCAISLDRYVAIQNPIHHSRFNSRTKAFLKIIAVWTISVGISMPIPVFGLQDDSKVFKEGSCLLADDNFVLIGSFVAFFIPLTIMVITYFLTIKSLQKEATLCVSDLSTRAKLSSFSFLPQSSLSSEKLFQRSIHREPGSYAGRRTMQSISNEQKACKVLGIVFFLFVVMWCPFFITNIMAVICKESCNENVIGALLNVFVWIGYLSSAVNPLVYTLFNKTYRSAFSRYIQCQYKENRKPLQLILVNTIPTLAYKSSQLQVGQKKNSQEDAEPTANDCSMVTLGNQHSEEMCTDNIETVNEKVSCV
PDI turbidity – PDI (human) enzyme inhibition; PDI insulin aggregation turbidity, A650, 90 min; 350,000 compounds, 0.052% hits; P07237; inhibition, % at 10 µM;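 active = mean inhibition across replicates of 30% or more, whatever share of single replicates reach that level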;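 note: absorbance from insulin aggregation driven by PDI reduction with DTT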
Target sequence (P07237 whole entry, looked up): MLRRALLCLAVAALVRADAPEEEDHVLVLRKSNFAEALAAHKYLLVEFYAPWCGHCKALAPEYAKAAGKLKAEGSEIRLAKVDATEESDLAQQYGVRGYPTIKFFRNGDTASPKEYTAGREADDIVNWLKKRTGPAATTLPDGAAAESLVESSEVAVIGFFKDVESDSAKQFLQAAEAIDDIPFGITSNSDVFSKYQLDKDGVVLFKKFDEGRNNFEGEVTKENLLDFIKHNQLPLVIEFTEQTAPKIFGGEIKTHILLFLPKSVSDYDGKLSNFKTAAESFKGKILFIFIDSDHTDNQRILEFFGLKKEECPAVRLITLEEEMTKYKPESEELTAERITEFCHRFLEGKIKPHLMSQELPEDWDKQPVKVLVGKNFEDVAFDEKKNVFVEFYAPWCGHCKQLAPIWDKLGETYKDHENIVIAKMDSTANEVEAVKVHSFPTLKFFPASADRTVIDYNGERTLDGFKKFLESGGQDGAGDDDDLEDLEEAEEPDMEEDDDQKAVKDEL
CaV13 ICDI inh – Disruptors of the CACNA1D IQ motif to Ca2+-dependent inactivation inhibitor domain association, primary screening, Förster resonance energy transfer in intact living …; HEK cells, CFP/YFP FRET ICDI-IQ, plate reader, 10 min; percent FRET-ratio fall versus neutral wells; 340,000 compounds, 0.098% hits; inhibition, % at 12.3 µM;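 active = mean replicate inhibition of at least 30% and at least 1% of replicates passing that level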;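 note: 0% = median of the neutral control wells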
iPSC survival up – hiPSC single-cell survival enhancement; ATPlite luminescence; 100% = ROCK inhibitor wells, 0% = DMSO; survival enhancement, % at 20 µM; 360,000 compounds, 0.044% hits; in the data active = survival enhancement above about 18%;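 note: cells exposed to compounds for 16 hours before the ATP read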
MITF TRPM1 inh – MITF TRPM1 promoter inhibition in SK-MEL-5 cells. SK-MEL-5 TRPM1 promoter luciferase, 24 h. inhibition, % at 12.5 µM. 330,000 compounds, 0.83% hits. AID 488899;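 active = mean inhibition across replicates of 60% or more, whatever share of single replicates reaches that level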; note: values of inactives mirror those of a sister screen read the other way
Shn3 inh set2 – inhibitors of Schnurri-3 3'UTR reporter in osteoblasts. inhibition, % at 12.5 µM. Clone20 osteoblast Shn3 3'UTR firefly luciferase, 24 h. 360,000 compounds, 0.52% hits. AID 588674;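 active = mean inhibition of at least 75% with every replicate also reaching 75%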;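 note: 0% = median of neutral control wells and 100% = pilot-screen positive control compound; some compounds past the cut are filed as inactive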
HIF-2a inh – blocks HIF-2a reporter activity. 786-0 RCC cells HIF-2a reporter, luciferase luminescence, overnight. inhibition, % at 18.8 µM. 360,000 compounds, 0.72% hits;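 active = inhibition of the luminescence signal of 40% or more relative to plate controls, in a single-dose primary screen at 18.75 µM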
Peg3 prom inh – Peg3 promoter activity inhibition; HeLa PEG-Prom luciferase reporter, luminescence, overnight; inhibition, % at 20 µM; 360,000 compounds, 1.7% hits; AID 588405;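 active = inhibition of at least 50% at 20 µM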
H9c2 protect – protects H9c2 cardiomyocytes from peroxide injury; H2O2 injury protection, ATPLite, 2 h; protection from H2O2 cell death, % at 20 µM; 360,000 compounds, 0.63% hits;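 active = compounds giving at least 50% protection of heart cells from peroxide-induced death in the single-dose screen, raw or plate-pattern-corrected value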;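 note: 0% = DMSO wells with peroxide and 100% = DMSO wells without peroxide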
Numbers without * were called inactive; x = no result given. Outcome played no part in choosing rows (roughly 3.9% active in at least one column).

SMILES	NR2E3 ag-1	NR2E3 ag-2	HTR2A ag	PDI turbidity	CaV13 ICDI inh	iPSC survival up	MITF TRPM1 inh	Shn3 inh set2	HIF-2a inh	Peg3 prom inh	H9c2 protect
CSc1ccc(CN2CCC(C)(Oc3cccc(C#N)c3)C2)cc1 (stereo not given)	x	7	-2	-1	-5	-3.6	x	6	-21	7	-7
CCOc1ccc(CCNC(=O)CCn2nc(C)c3c(C)n(-c4ccccc4)nc3c2=O)cc1	3	-9	-8	-4	-2	-0.5	4	14	9	15	3
CCOC(=O)C1CCCN(C(=O)CSc2ccc(Br)cc2)C1 (stereo not given)	1	-7	3	7	x	-1.6	-9	-12	2	-25	-1
Cc1ccc(C(=O)Cn2cc([N+](=O)[O-])nc2C)cc1	-3	20	1	-2	-5	-0.2	-11	-31	14	9	-1
CCNc1nc(NCC)nc(SCC(C)=O)n1	5	16	0	3	-5	1.7	1	-8	13	11	-4
Cc1cc(S(=O)(=O)Nc2ccc3ccccc3c2)c(C)s1	3	-39	-5	0	-8	-1.1	8	51	8	37	-11
O=C(C1=C[C@@H](c2coc3ccccc3c2=O)C[C@@H](OCc2ccc(CO)cc2)O1)N1CCN(Cc2ccc3c(c2)OCO3)CC1	5	4	-8	3	-6	-0.9	0	16	20	17	25
COc1ccc(CNCc2cc(Cl)ccc2O)cc1	4	-14	1	2	-5	-4.6	-9	3	-12	-54	0
O=C(Nc1ccc(N2CCN(C(=O)c3ccccc3)CC2)cc1)c1cccs1	-2	12	10	-27	-4	-0.3	-16	10	-18	-35	2
Cc1ccc(C(=O)Nc2ccc3c(c2)OCCO3)c(Cl)c1	2	-85	2	2	-5	-0.8	34	9	36	38	-20
O=C(COC(=O)c1cc([N+](=O)[O-])ccc1N1CCOCC1)Nc1cccc(F)c1	1	17	1	-7	-6	0.4	16	6	6	24	13
CC(C)CCNC(=O)C1CCCN(S(=O)(=O)c2ccc(F)cc2)C1 (stereo not given)	2	-10	-4	-3	x	-3.5	7	-12	19	10	0
COC(=O)c1c(NC(=O)COC(=O)CCc2ccc(S(=O)(=O)N3CCOCC3)cc2)sc2c1CCC2	-9	16	2	-4	-5	-1.9	-3	-16	8	14	-2
C=C(C)Cn1c(SCC)nc2ccccc2c1=O	4	-9	-1	-1	x	-1.1	2	-6	7	21	-7
COc1ccccc1CNC(=O)C1CC2Cn3c(nc4cc(C)c(C)cc43)C2N1C (stereo not given)	4	-6	2	-5	-9	2.2	-10	-17	12	-7	1
CCCN1C(=O)/C(=C/c2nc3ccccc3c(=O)[nH]2)c2cc(C)ccc21	3	-27	0	-2	-4	-0.6	-8	-5	-7	10	22
CCOc1ccc(NS(=O)(=O)c2ccc(C(=O)N(C)CCc3ccc(OC)c(OC)c3)cc2)cc1	-2	30	7	-3	-2	-0.6	6	38	19	13	-7
Cc1cc(C)n2nc(SC3CCCCN(C(=O)c4ccc(F)cc4)C3=O)nc2n1 (stereo not given)	-3	-4	3	2	-5	9.0	6	3	1	1	13
COc1cc(OC)c(S(=O)(=O)N2CCOCC2)cc1S(=O)(=O)N1CCOCC1	2	6	1	-9	x	-0.5	10	-14	8	3	-1
CC(=O)Nc1ccc(SC(C)C(=O)NC2CCCC2)cc1 (stereo not given)	2	9	0	-1	-3	0.2	11	-1	5	10	-2

Given as comma-separated lines: part of the list above.
canonical_smiles,NR2E3 ag-1,NR2E3 ag-2,HTR2A ag,PDI turbidity,CaV13 ICDI inh,iPSC survival up,MITF TRPM1 inh,Shn3 inh set2,HIF-2a inh,Peg3 prom inh,H9c2 protect
CCOC(=O)C1CCCN(C(=O)CSc2ccc(Br)cc2)C1 (stereo not given),1,-7,3,7,x,-1.6,-9,-12,2,-25,-1
Cc1ccc(C(=O)Cn2cc([N+](=O)[O-])nc2C)cc1,-3,20,1,-2,-5,-0.2,-11,-31,14,9,-1
CCNc1nc(NCC)nc(SCC(C)=O)n1,5,16,0,3,-5,1.7,1,-8,13,11,-4
Cc1cc(S(=O)(=O)Nc2ccc3ccccc3c2)c(C)s1,3,-39,-5,0,-8,-1.1,8,51,8,37,-11
O=C(C1=C[C@@H](c2coc3ccccc3c2=O)C[C@@H](OCc2ccc(CO)cc2)O1)N1CCN(Cc2ccc3c(c2)OCO3)CC1,5,4,-8,3,-6,-0.9,0,16,20,17,25
COc1ccc(CNCc2cc(Cl)ccc2O)cc1,4,-14,1,2,-5,-4.6,-9,3,-12,-54,0
O=C(Nc1ccc(N2CCN(C(=O)c3ccccc3)CC2)cc1)c1cccs1,-2,12,10,-27,-4,-0.3,-16,10,-18,-35,2
Cc1ccc(C(=O)Nc2ccc3c(c2)OCCO3)c(Cl)c1,2,-85,2,2,-5,-0.8,34,9,36,38,-20
O=C(COC(=O)c1cc([N+](=O)[O-])ccc1N1CCOCC1)Nc1cccc(F)c1,1,17,1,-7,-6,0.4,16,6,6,24,13
CC(C)CCNC(=O)C1CCCN(S(=O)(=O)c2ccc(F)cc2)C1 (stereo not given),2,-10,-4,-3,x,-3.5,7,-12,19,10,0
COC(=O)c1c(NC(=O)COC(=O)CCc2ccc(S(=O)(=O)N3CCOCC3)cc2)sc2c1CCC2,-9,16,2,-4,-5,-1.9,-3,-16,8,14,-2
C=C(C)Cn1c(SCC)nc2ccccc2c1=O,4,-9,-1,-1,x,-1.1,2,-6,7,21,-7
COc1ccccc1CNC(=O)C1CC2Cn3c(nc4cc(C)c(C)cc43)C2N1C (stereo not given),4,-6,2,-5,-9,2.2,-10,-17,12,-7,1

(next part)
SMILES	NR2E3 ag-1	NR2E3 ag-2	HTR2A ag	PDI turbidity	CaV13 ICDI inh	iPSC survival up	MITF TRPM1 inh	Shn3 inh set2	HIF-2a inh	Peg3 prom inh	H9c2 protect
CCOc1ccc(-c2cccc(NC(=O)COc3ccc(Cl)cc3)c2)nn1	-2	-69	1	0	x	-0.7	-19	-11	-25	-4	6
Cc1cccc(C)c1OCC(=O)Nn1c(C)nc2ccccc2c1=O	0	-11	2	-9	-7	2.6	9	-18	22	0	11
COc1ccc2[nH]c3c(c2c1)CCN1C(=O)C(CC(=O)NCCN2CCOCC2)C[C@H](C(=O)N2CCOCC2)[C@@]31CCC1CCCC1 (stereo not given in full)	x	3	4	6	-10	0.9	0	4	-5	7	14
CCOC(=O)c1cnn(-c2cc(Oc3cccc(C)c3)ncn2)c1N	-2	-6	4	0	-5	4.3	-14	3	-6	-3	14
Cc1cccc(NC(=O)NCC(c2ccco2)N2CCCCC2)c1 (stereo not given)	-4	-6	-4	-4	0	0.1	-19	-5	-51	-47	-4
Cc1nn(Cc2ccccc2)c(C)c1NC(=O)c1cc(-c2ccc3c(c2)OCO3)on1	5	-6	3	3	-3	1.7	-2	38	5	8	-10
Cc1cc(C(=O)NC(C)c2ccccc2)c2cc(F)ccc2n1 (stereo not given)	1	2	1	0	4	3.7	-4	20	2	7	-1
Cc1ccccc1NC(=O)C(=O)c1cn(C)c2ccccc12	18	-30	4	-7	-2	-0.6	-40	-29	-137	-111	-5
COc1ccc(N2CCN(C(=O)c3ccc(OCC4CCCO4)cc3)CC2)cc1 (stereo not given)	6	1	-4	-9	x	-3.9	10	-1	-6	8	4
Cc1ccc(NC(=O)CCC(=O)NNC(=O)c2cccs2)cc1C	x	-15	2	0	-5	-3.6	-1	-12	-29	-12	-2
COC(=O)[C@@]1(Cc2ccc(F)cc2)[C@H]2c3cc(C(=O)N4CCCC4)n(CC4CC4)c3C[C@H]2CN1C(=O)c1ccccc1	x	11	1	x	-7	0.2	x	x	2	x	x
CCN(CC)c1ccc(CNc2nc3ccccc3n2C(C)C)cc1	-3	8	-7	-1	9	-0.8	7	x	8	11	-11
O=C(NCc1cccs1)C1CC(=O)N(c2ccc(F)cc2)C1 (stereo not given)	-1	1	0	3	-8	0.7	3	27	15	2	1
O=C(Nc1ccc(O)cc1)c1ccc(NC(=O)C2CCCO2)cc1 (stereo not given)	x	10	-2	5	x	-0.4	-13	-1	-36	-14	0
CC(C)NC(=S)N/N=C/c1ccccc1[N+](=O)[O-]	-4	8	-1	-1	-2	-0.4	5	4	15	-7	1
CCCc1nc2sc3c(c2c(=O)[nH]1)CCCC3	2	-2	5	3	-6	0.6	-11	-15	-28	-28	3
CCOC(=O)C1C(c2ccc(O)c(OC)c2)NC(=S)NC1(O)C(F)(F)F (stereo not given)	-5	-5	8	-4	-9	-0.8	-12	-8	11	14	4
CC(C)c1ccc(-c2nnn(CCC#N)n2)cc1	4	-45	10	2	-7	1.8	-45	67	-140	-157	-2
COc1ccc(NC(=O)CSc2nnc3ccc(-c4ccccn4)nn23)cc1	2	8	4	10	-6	-0.2	-8	3	-13	-1	10
O=C1CC(=O)N(Cc2ccco2)C(=O)N1	8	-22	-2	11	-3	0.5	-10	9	8	-7	8
CCN(C(=O)CSc1nc(N)cc(N)n1)C1CCS(=O)(=O)C1 (stereo not given)	-4	-31	3	2	-6	0.0	4	-6	11	2	8
C/C(=N\NS(=O)(=O)c1c(C)cc(C)cc1C)c1ccncc1	3	-15	-3	-5	x	-0.5	4	-4	16	8	-3
O=C(CSc1ccccc1)N[C@@H](Cc1ccccc1)C(=O)O	3	-1	4	13	-11	-0.1	1	-4	17	2	1
COc1ccc(Cl)cc1S(=O)(=O)N1CCN(c2ccc(F)cc2)CC1	1	5	-7	-2	-4	-0.1	-2	-12	26	0	-7
O=C1OC(C(=O)Nc2nccs2)Cc2ccccc21 (stereo not given)	-1	-28	-2	6	-5	-1.7	-4	2	12	-7	3
O=C(c1cccnc1)N1CCN(S(=O)(=O)c2ccc(S(=O)(=O)N3CCCC3)cc2)CC1	1	3	1	-4	-9	1.3	10	1	-1	12	2
CC1=NN(C(N)=S)C(=O)C1N=Nc1ccc(Br)cc1 (stereo not given)	x	-11	-2	-13	-2	-0.5	-55	-82	-267	-260	-3
CC(NC(=O)Cc1ccc(-c2ccccc2)cc1)c1ccccc1 (stereo not given)	0	3	-11	-6	x	-0.3	-6	-4	1	17	-23
O=C([C@@H]1CCCN1C(=O)c1cccs1)N1CCN(S(=O)(=O)c2cccc(F)c2)CC1	3	-5	0	-13	-7	-0.5	-3	-8	3	3	7
Cn1cc(/C=C2\SC(=S)N(NC(=O)c3ccccc3Cl)C2=O)c2ccccc21	1	-1	-2	-7	-9	-1.5	4	-23	-46	-56	-7
COc1cc(/C=N/NC(N)=O)ccc1OCC(=O)N1C(C)CCCC1C (stereo not given)	4	0	6	2	-2	1.9	3	15	18	20	11

Screens as filed in PubChem BioAssay.
